# M1 ag: agonists of human M1 muscarinic receptor; P11229; CHO-K1 hM1, Fluo-8 calcium fluorescence, agonist mode; 0% DMSO, 100% acetylcholine EC100; activation, % at 3 µM; hit rate 0.33% among 360,000; AID 588814;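 active means activation above the run's mean compound activation plus 3 SD, cut at about 16% in these data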;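 further: peak over basal fluorescence ratio within a 140 s kinetic read after compound addition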
# Target sequence (P11229 whole entry, looked up): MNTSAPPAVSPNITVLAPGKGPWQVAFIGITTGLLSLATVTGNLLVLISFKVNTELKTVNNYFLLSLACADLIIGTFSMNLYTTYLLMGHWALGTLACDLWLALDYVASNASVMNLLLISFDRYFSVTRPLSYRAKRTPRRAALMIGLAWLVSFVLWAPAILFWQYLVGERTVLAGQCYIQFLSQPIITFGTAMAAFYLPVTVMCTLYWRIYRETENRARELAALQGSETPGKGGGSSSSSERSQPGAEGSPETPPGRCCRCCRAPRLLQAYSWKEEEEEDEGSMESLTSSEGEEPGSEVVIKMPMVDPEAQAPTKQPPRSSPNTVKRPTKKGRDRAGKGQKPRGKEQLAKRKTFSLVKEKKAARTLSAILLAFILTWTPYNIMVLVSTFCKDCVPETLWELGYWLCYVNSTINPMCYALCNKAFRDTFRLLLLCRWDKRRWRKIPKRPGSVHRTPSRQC
# CHO-K1 Ca PAM: counter-screen for M1 PAMs: effect in parental CHO-K1 cells. ATP EC20, Fluo-8 calcium fluorescence; 0% at ATP EC20, 100% at ATP max. activation, % at 3 µM. AID 602247. hit rate 0.02% among 360,000;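 active means activation above the run cutoff, the mean activation of all test compounds plus 3 SD, cut at about 40% in these data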;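 further: peak over basal fluorescence ratio in a 140 s read after ATP addition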
# V1R ag counter: counter-screen for oxytocin receptor agonists: human V1a receptor agonists. CHO-V1R cells, Fluo-8 calcium fluorescence, agonist mode; 0% DMSO, 100% 3 nM vasopressin. activation, % at 3 µM. AID 2797. P37288. hit rate 0.25% among 320,000;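 active means activation above the mean activation of all tested compounds plus 3 SD, per screening run, cut at about 20% in these data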;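 further: signal is peak over basal fluorescence ratio across a 100 second FLIPR read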
# CHO-K1 Ca antag: nonselective inhibitor or artifact in parental CHO-K1 cells; ATP-induced calcium, Fluo-8 fluorescence; inhibition, % at 3 µM; hit rate 0.6% among 360,000;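 active means inhibition above a per-plate cutoff, the plate's mean sample inhibition plus 3 SD, cut at about 24% in these data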;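 further: 0% = DMSO plus EC80 ATP and 100% = DMSO alone without ATP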
# TAAR1 antag: human TAAR1 antagonism | Q96RJ0 | CHO RD-HGA16 TAAR1, Fluo-8 calcium fluorescence, antagonist | inhibition, % at 3 µM | hit rate 1.5% among 360,000 | AID 624466;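 active means inhibition above a per-plate cutoff, the mean inhibition of test compounds on that plate plus 3 SD, cut at about 49% in these data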;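 further: 0% = DMSO plus EC80 beta-PEA response and 100% = DMSO alone without agonist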
# Target sequence (Q96RJ0 whole entry, looked up): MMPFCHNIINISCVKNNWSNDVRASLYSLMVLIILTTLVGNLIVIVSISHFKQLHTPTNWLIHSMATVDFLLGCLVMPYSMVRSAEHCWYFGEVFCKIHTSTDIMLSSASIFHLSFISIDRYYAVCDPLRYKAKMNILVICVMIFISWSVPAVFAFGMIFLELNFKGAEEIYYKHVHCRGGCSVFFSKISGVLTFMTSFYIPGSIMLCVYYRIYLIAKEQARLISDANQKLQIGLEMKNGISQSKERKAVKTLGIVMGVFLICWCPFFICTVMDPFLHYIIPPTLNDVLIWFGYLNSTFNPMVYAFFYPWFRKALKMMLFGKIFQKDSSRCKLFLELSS
#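 Material: RD-HGA16 CHO cells with stable hTAAR1 and Gα16; Dosing: single nominal final test compound concentration of 3 µM; Schedule: seeding 17-24 h prior, 75-min 37 °C, 30-min RT dye loading; Detection: kinetic Fluo-8 calcium fluorescence measurement; Measure: % inhibition from peak post-agonist over basal fluorescence ratio; Benchmarks: vehicle and agonist controls.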
# M1 ag parental: nonselective activator or artifact in parental CHO-K1 cells. activation, % at 3 µM. hit rate 0.48% among 360,000. Fluo-8 calcium fluorescence; scaled to maximal ATP response, vehicle zero; in the data active means activation above about 15%;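 further: untransfected CHO-K1 host cells lacking M1 receptor as counterscreen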
# TAAR1 ag: agonists of human TAAR1; hit rate 0.99% among 360,000; activation, % at 3 µM; Q96RJ0; CHO RD-HGA16 TAAR1, Fluo-8 calcium fluorescence; vehicle wells 0%, saturating PEA agonist 100%; AID 624467;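 active means activation above the mean activation of all test compounds in the run plus 3 SD, cut at about 38% in these data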
#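 System: CHO RD-HGA16 cells carrying human TAAR1 plus Gα16; Incubation: 17-24 h seeding, 75 min 37 °C dye, 30 min RT; Measured by: Fluo-8 fluorescence, 5 s baseline then 140 s kinetic read; Control set: DMSO and PEA EC100; Replication: single well for each compound.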
# CHO parental Ca: counter-screen for OX1R antagonists: effect in parental CHO cells. parental CHO-K1, ATP-induced calcium, Fluo-8 fluorescence. inhibition, % at 5.6 µM. hit rate 0.63% among 330,000;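 active means inhibition above that plate's mean sample inhibition plus 3 SD, cut at about 26% in these data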;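 further: 0% = ATP-challenged DMSO wells and 100% = DMSO wells without ATP; some compounds past the cut are filed as inactive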
#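 Assay system: parental CHO cells; Read-out basis: percent inhibition of ATP-evoked calcium rise, normalized to controls; Benchmarks: ATP and no-ATP DMSO wells; Compound dosing: single nominal dose of 5.6 µM per compound; Signal: Fluo-8 calcium dye fluorescence; Also added: ATP as calcium-mobilizing challenge; Repeats: singlicate.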
# OXTR potentiator: human OXTR potentiation; P30559; hit rate 0.061% among 320,000; CHO-OTR cells, Fluo-8 calcium fluorescence, potentiator mode; 0% = oxytocin EC15, 100% = EC100; AID 2445; activation, % at 3 µM;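 active means activation above that plate's cutoff, the mean activation of tested compounds plus 3 SD, cut at about 6.6% in these data, passing the limit was not always enough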;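 further: 100% uses oxytocin at 75 nM as the full agonist control; some results filed as inactive read as strong as hits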
#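 Replication – single well per compound, singlicate · Assay system – CHO cell line stably expressing human OTR · Timing – 6 min pre-incubation, 100 s read · Measure – normalized max/min fluorescence ratio, % activation · Doses – 3.0 µM, one dose · Detection – Fluo-8 calcium dye fluorescence · Probe or stimulus – oxytocin near EC15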
# Active calls of the source: *; . = no result given.
SMILES,M1 ag,CHO-K1 Ca PAM,V1R ag counter,CHO-K1 Ca antag,TAAR1 antag,M1 ag parental,TAAR1 ag,CHO parental Ca,OXTR potentiator
CCOC(=O)C(=Cc1ccc(-n2ccnc2)cc1)C(=O)OCC,-6.6,14.0,0.7,-3.4,-3.7,0.7,3.3,-0.6,0.6
CNC(=O)c1nn(-c2ccc(Cl)cc2)ccc1=O,-0.6,8.4,1.0,-1.7,-6.4,-0.6,13.0,-14.9,-1.4
CC1CCCCN1C(=O)CSc1nnc(Cc2ccccc2)n1C (stereo unspecified),-6.9,32.3,1.6,-23.7,-14.8,0.3,4.5,-6.4,-5.9
O=C(N/N=C/c1cccn1-c1ccc(O)cc1)c1cccc2ccccc12,-1.8,13.5,1.7,-8.7,-5.6,3.6,12.5,-8.1,-8.9
CN(Cc1ccccc1)N=Nc1ccccc1,-1.0,6.6,.,0.5,-1.7,0.1,-0.2,.,.
Cc1nnc(SCC(=O)NC(=O)NC(C)(C)C)s1,-11.0,6.2,0.4,16.9,24.1,0.1,-1.7,8.2,-1.8
O=C(O)c1ccc(NCc2ccncc2)cc1,-3.2,15.0,3.7,-12.1,-0.9,0.5,8.8,-14.0,-3.5
COc1cccc(OCc2nnc(SCc3cc(=O)[nH]c4ccccc34)o2)c1,-10.7,4.5,-0.1,-1.3,9.6,4.7,16.7,-22.4,-29.2
COc1ccccc1CNC(=O)Cn1nnc(-c2ccncc2)n1,-1.1,6.0,1.3,-7.3,-4.4,0.3,7.9,-8.5,-4.8
COc1ccc(CN2C3CCCC2CC(NC(=O)/C=C/c2ccccc2)C3)cc1 (stereo unspecified),-7.3,20.6,1.9,-21.5,0.8,2.2,1.6,-16.1,-7.9
C[C@@H]1CN([C@@H](C)CO)C(=O)CCCn2nncc2CO[C@@H]1CN(C)C(=O)Nc1cccc(Oc2ccccn2)c1,5.9,-5.3,.,-4.2,-21.4,-0.2,3.3,.,.
Cc1cc(C(=O)NC2CCCN(Cc3ccc(Cl)cc3)C2)n(C)n1 (stereo unspecified),4.2,-18.1,.,8.0,-4.2,2.8,0.5,.,.
CC(C)(C)n1nnnc1C(c1ccccc1F)N(Cc1ccco1)CC1CCCO1 (stereo unspecified),-5.3,19.3,-1.3,-22.3,-14.9,-0.3,13.6,-15.0,-6.1
Cc1cnc(NC(=O)CSc2ncc(-c3ccccc3)n2Cc2ccco2)s1,21.5*,10.3,29.5*,3.8,78.2*,11.4,57.9*,23.4,-34.3
CCc1ccc2nc(NC(=O)CSCc3c(C)noc3C)sc2c1,-1.4,-2.5,0.7,0.5,3.8,0.7,16.4,-8.6,-18.6
CCCCCCCN(C(=O)CCl)c1cccc(C)c1,-8.6,7.6,7.6,-1.5,6.4,0.7,-1.8,-3.1,0.1
CC1CCCC(NC(=O)CSc2nnc(-c3cccnc3)o2)C1C (stereo unspecified),-3.7,-2.1,.,-0.8,-7.4,0.0,0.8,.,.
CC1CC(c2ccccc2)n2nc(NC(=O)c3cccs3)nc2N1 (stereo unspecified),-4.5,15.8,-0.3,-8.2,7.4,0.9,20.1,2.7,-13.5
O=C(O)CCn1cc(/C=N/O)c(-c2cccc([N+](=O)[O-])c2)n1,-6.8,7.6,0.2,-6.7,13.0,1.1,3.4,-6.1,-0.9
OC1COC(OCC2OC(OCc3ccccc3)C(O)C(O)C2O)C(O)C1O (stereo unspecified),-5.0,-8.7,0.5,3.6,-18.0,0.0,2.4,9.8,-3.5
CSc1ccc(C(=S)N2CCCC2)cc1,-1.6,-7.0,-0.1,1.9,-11.3,0.2,5.2,-4.6,-1.8
COc1ccc(NC(=O)c2ccc(N3C(=O)C4CC=C(C)CC4C3=O)cc2)c(OC)c1 (stereo unspecified),-3.6,-8.8,1.4,9.0,-8.8,1.9,3.3,-5.2,-12.6
Cc1ccccc1OCC(O)Cn1c(=N)n(Cc2ccccc2)c2ccccc21 (stereo unspecified),12.6,1.0,18.0,10.9,1.6,10.6,33.4,38.6*,-7.9
CCOC(=O)c1nn(-c2ccc(F)cc2)c(-c2ccccc2)c1C(=O)c1ccccc1,-3.0,-2.9,1.4,10.5,0.5,-0.2,1.4,-17.9,-9.4
CC(=O)Nc1ccc(S(=O)(=O)NCCc2cn3nc(C)c(C)nc3n2)cc1,-2.1,17.8,0.4,-8.7,-25.6,0.9,1.3,0.5,0.4

# For reference, part of the list above:
SMILES,M1 ag,CHO-K1 Ca PAM,V1R ag counter,CHO-K1 Ca antag,TAAR1 antag,M1 ag parental,TAAR1 ag,CHO parental Ca,OXTR potentiator
CCOC(=O)c1nn(-c2ccc(F)cc2)c(-c2ccccc2)c1C(=O)c1ccccc1,-3.0,-2.9,1.4,10.5,0.5,-0.2,1.4,-17.9,-9.4
CC(=O)Nc1ccc(S(=O)(=O)NCCc2cn3nc(C)c(C)nc3n2)cc1,-2.1,17.8,0.4,-8.7,-25.6,0.9,1.3,0.5,0.4

# (more compounds)
SMILES,M1 ag,CHO-K1 Ca PAM,V1R ag counter,CHO-K1 Ca antag,TAAR1 antag,M1 ag parental,TAAR1 ag,CHO parental Ca,OXTR potentiator
CCOc1ccc(Nc2ccnc3cc(Cl)ccc23)cc1,1.1,-3.0,-0.6,4.1,-0.9,0.9,-1.4,6.8,-7.6
COc1ccccc1C(O)(C(=O)N(NC(C)=O)c1ccccc1)c1ccccc1OC,-5.1,20.2,.,-14.2,-11.8,1.3,0.1,.,.
NC(N)=NN=C1CCC(c2ccccc2)CC1 (stereo unspecified),-10.8,9.0,1.4,-4.0,-26.5,-0.3,2.8,-2.3,-3.1
CC(=O)CC(c1ccccc1)S(=O)(=O)c1ccc([N+](=O)[O-])cc1 (stereo unspecified),-11.3,18.3,1.1,-12.5,-20.7,1.1,3.1,7.5,-1.6
Cc1cccc(NC(=O)c2c(F)c(F)c(F)c(F)c2F)c1,-5.6,0.6,4.2,6.4,12.2,1.2,15.0,-11.4,-6.0
C/C(=N\N=C(c1ccccc1)c1ccccc1)c1cccs1,-0.6,21.1,-0.9,-24.4,-1.2,0.9,16.6,-25.1,0.6
Fc1ccccc1Nc1nc(NCc2ccco2)nc(N2CCOCC2)n1,-10.0,9.5,-1.3,-3.4,-0.1,0.5,10.8,-18.0,-4.0
Cc1cc(OCC(=O)N2CCOCC2)c(C(C)C)cc1Cl,-8.9,17.0,-1.5,-9.0,-15.5,-0.1,7.2,-28.1,-11.4
CN(Cc1cc2ccccc2[nH]c1=O)C(=O)COc1ccccc1,-2.7,16.2,0.1,-6.9,-33.7,1.1,10.8,-11.9,-7.0
CCOc1cc(S(=O)(=O)Nc2ccccc2CC)ccc1Cl,-6.5,18.3,-0.4,-17.1,22.8,2.4,4.5,-6.3,-11.0
Oc1cccc(C=Nc2cccc3ccccc23)c1O,2.6,4.4,-0.8,6.8,6.5,-0.4,1.2,-14.4,-19.3
O=C1CC(c2ccco2)Cc2nc(Nc3ccc(F)cc3)ncc21 (stereo unspecified),-4.0,0.2,-0.9,-2.9,10.8,-0.5,14.7,-13.1,-5.6
Cc1nc(N2CCCCC2)nc(N2CCCCC2)c1C=O,-8.8,17.3,-0.1,-9.5,-27.7,-0.5,5.6,-21.4,-1.6
CNc1ccc(C(=O)c2ccccc2C(=O)O)cc1[N+](=O)[O-],1.9,-7.0,0.0,-5.9,3.0,-0.1,-0.8,0.9,-6.0
Cc1ccc(C(=O)NCC(C)NC(=O)c2ccc(C)c([N+](=O)[O-])c2)cc1[N+](=O)[O-] (stereo unspecified),-6.4,14.4,-1.7,-12.1,0.9,-0.1,5.0,-18.5,-6.6
CC(C)c1nc2c(c(=O)c3ccccc3n2C)c(=O)n1CCc1ccccc1,19.6*,14.5,18.4,-6.4,22.8,20.8*,76.3*,-32.5,-13.6
COCCCNC(=O)/C(C#N)=C/c1ccc(F)cc1,-3.3,3.7,0.1,-10.9,-15.5,0.7,1.2,1.2,-4.5
Brc1cccc(-c2nc3c4ccccc4ccn3c2CC2CCCCC2)c1,.,5.2,.,-15.1,-21.3,0.2,-0.5,.,.
O=C(Cn1cccn1)N1CCCC(N2CCN(c3ccccc3F)CC2)C1 (stereo unspecified),-3.0,14.4,1.4,-8.4,-11.8,1.1,0.3,3.0,1.8
CCN1CCN(C(=O)C2CCN(Cc3nc(-c4cccc(Cl)c4)oc3C)CC2)CC1,-10.8,6.7,0.0,-9.4,6.4,0.1,0.1,-6.7,-19.5
CCCCCCC(C)n1[nH]c(=O)cc1N (stereo unspecified),-7.1,4.6,-1.1,-11.4,-35.0,-0.3,0.9,-17.1,0.2
O=C(O)Cn1cc(/C=C2/NC(=O)N(c3ccc(Cl)cc3)C2=O)c2ccccc21,-3.3,7.2,0.3,4.8,-16.4,0.3,0.2,-10.9,-2.1
COc1cccc(-c2nc(COc3ccc(Cl)cc3Cl)no2)c1,-5.0,23.7,0.9,-16.0,-34.7,0.8,7.7,-19.5,1.5
Cc1ccccc1OCc1nc2ccccc2c(=O)n1N,-5.3,12.8,-0.8,-8.9,0.3,1.1,1.7,-16.2,-12.3
CCCCCN(C(=O)COC(=O)c1ccc(C)cc1)c1c(N)n(CCCC)c(=O)[nH]c1=O,0.2,-2.9,0.3,7.5,-16.3,-0.4,10.1,-16.5,-2.7
CN(CC1COc2ccccc2O1)C(=O)Cn1cc(C(F)(F)F)ccc1=O (stereo unspecified),-1.8,9.2,-0.8,-25.3,-9.6,0.9,2.4,-10.3,-2.6
CCc1nn(C(CC)C(=O)NCc2cccc(OC)c2OC)c(=O)c2cc3occc3n12 (stereo unspecified),-2.3,21.2,2.2,-11.8,-24.6,4.6,-1.7,-44.7,-9.9

# Only CHO-K1 Ca antag, CHO-K1 Ca PAM and V1R ag counter, for 6 of the compounds above:
compound	CHO-K1 Ca antag	CHO-K1 Ca PAM	V1R ag counter
CCCCCN(C(=O)COC(=O)c1ccc(C)cc1)c1c(N)n(CCCC)c(=O)[nH]c1=O	7.5	-2.9	0.3
CC(C)c1nc2c(c(=O)c3ccccc3n2C)c(=O)n1CCc1ccccc1	-6.4	14.5	18.4
C/C(=N\N=C(c1ccccc1)c1ccccc1)c1cccs1	-24.4	21.1	-0.9
Cc1nc(N2CCCCC2)nc(N2CCCCC2)c1C=O	-9.5	17.3	-0.1
O=C1CC(c2ccco2)Cc2nc(Nc3ccc(F)cc3)ncc21 (stereo unspecified)	-2.9	0.2	-0.9
Cc1ccccc1OCc1nc2ccccc2c(=O)n1N	-8.9	12.8	-0.8
